From PubChem BioAssay
DT40 TDP1 no CPT: qHTS for Inhibitors of human tyrosyl-DNA phosphodiesterase 1 (TDP1): qHTS in cells in absence of CPT | DT40 Tdp1-/- hTDP1 cells, no CPT, ATP luminescence, 48 h | Potency, µM (top dose mostly 46.2 µM), inactives show top-dose activity change, negative = growth inhibition, usual class: inhibitors | hit rate 15% among 420,000 | AID 686978, 2013; also: nearly all actives have a fitted effect of over 55% in size
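Growth kinetics read by CellTiter-Glo luminescence after ≥48 hr at 37 °C. Cells: DT40 Tdp1-/- stably carrying human TDP1, 400 per well, compound exposure in the absence of CPT (DMSO vehicle).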
TDP1 block: inhibitors of human tyrosyl-DNA phosphodiesterase TDP1; hit rate 0.28% among 350,000; recombinant TDP1, AlphaScreen DNA substrate cleavage; Potency, µM (series often up to 130 µM), for inactives: top-dose activity change, negative = inhibition, actives largely listed as inhibitors; also: nearly all actives have a fitted effect of over 40% in size
Target sequence (Q9NUW8 whole entry, looked up): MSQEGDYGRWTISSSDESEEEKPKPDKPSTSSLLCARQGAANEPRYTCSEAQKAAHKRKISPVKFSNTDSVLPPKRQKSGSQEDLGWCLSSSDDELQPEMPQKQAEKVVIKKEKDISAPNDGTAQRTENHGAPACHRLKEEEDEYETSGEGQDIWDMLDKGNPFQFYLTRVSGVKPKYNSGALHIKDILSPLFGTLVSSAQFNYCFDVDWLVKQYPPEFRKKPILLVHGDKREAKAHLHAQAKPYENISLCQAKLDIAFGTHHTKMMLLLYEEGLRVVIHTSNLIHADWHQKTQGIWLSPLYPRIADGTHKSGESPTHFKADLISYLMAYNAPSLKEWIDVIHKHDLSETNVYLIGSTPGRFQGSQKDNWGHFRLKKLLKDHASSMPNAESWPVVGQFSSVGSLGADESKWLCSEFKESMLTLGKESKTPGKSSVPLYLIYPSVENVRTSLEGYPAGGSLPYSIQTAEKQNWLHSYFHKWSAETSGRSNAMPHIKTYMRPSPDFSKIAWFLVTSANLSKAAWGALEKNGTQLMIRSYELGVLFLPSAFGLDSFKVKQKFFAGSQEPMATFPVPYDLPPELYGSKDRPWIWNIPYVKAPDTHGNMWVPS
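Steps: enzyme plus compound, 15 min RT; add biotin/phosphotyrosine-FITC oligonucleotide (15 nM final), react 5 min; add donor/acceptor beads (10 ug/ml final), 10 min; read AlphaScreen. Tdp1 at 1 nM final.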
N370S GC mod: inhibitors or activators of N370S glucocerebrosidase for Gaucher disease | N370S GC spleen homogenate, 4MU-glucoside fluorescence | P04062 | hit rate 0.092% among 330,000 | Potency, µM (top dose mostly 59.4 µM), inactives show top-dose activity change, negative = inhibition, hits mostly inhibitors;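 also: 0% = full enzyme activity and -100% = no enzyme basal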
* marks the source's active call; other numbers are inactive results; [ ] = remark or other dose. Calls follow the shape of the dose curve; as a rule, active = well fitted curve in the direction sought with a large enough effect; inconclusive = small, poorly fitted or top-dose-only effect, or another doubt; inactive = no such curve, though single readings can be large; an effect the other way counts as inactive or inconclusive. Unless noted, % is scaled to controls: 0 for no effect and ±100 for the full control effect; potency is read from the fitted curve at half-maximal effect. Only part of the results is shown. The share of hits here may be higher or lower than overall.

What do the screens show for `O=S(=O)(c1ccc(Br)s1)N1CCC2(CC1)OCCO2`?
DT40 TDP1 no CPT: -21.4%; TDP1 block: 3.8%; N370S GC mod: 5.3%

Results for O=C(Nc1nc2ccccc2s1)c1ccc([N+](=O)[O-])o1 ?
DT40 TDP1 no CPT: 8.2µM*; N370S GC mod: -2.2%

What do the screens show for `CCOC(=O)C1CCN(C(=O)COc2ccc(S(=O)(=O)N3CCOCC3)cc2C)CC1`?
DT40 TDP1 no CPT: -14.4%; TDP1 block: 13.8%; N370S GC mod: -27.9%

How did N#C/C(=C\c1c(F)cccc1Cl)S(=O)(=O)c1ccccn1 do in these assays?
DT40 TDP1 no CPT: -4.5%; TDP1 block: 2.7%; N370S GC mod: -1.0%

Results for Cc1cc(C)nc(NN=C(c2ccccc2)c2ccccc2)n1 ?
DT40 TDP1 no CPT: 10.3µM*; TDP1 block: 3.2%; N370S GC mod: 0.0%

Results for COc1ccc(C)cc1NC(=O)CCCN1C(=O)C(c2ccccc2)Oc2cccnc21 (stereo not given) ?
DT40 TDP1 no CPT: inconclusive; TDP1 block: 0.1%; N370S GC mod: 1.4%

Results for O=C(NCc1ccc2c(c1)OCO2)c1cc(-c2ccncc2)nc2ccccc12 ?
DT40 TDP1 no CPT: inconclusive; TDP1 block: 2.6%; N370S GC mod: -5.7%

How did CC(=O)C1=C(O)C(=O)N(c2ccc(O)cc2)C1c1ccccc1[N+](=O)[O-] (stereo not given) do in these assays?
DT40 TDP1 no CPT: -7.5%; N370S GC mod: -1.7%

What do the screens show for `C/C=C(/C)C(=O)Nc1cccc(C2=NOC3(C2)C[C@H](C(N)=O)N(C(=O)COc2ccc(Cl)cc2)C3)c1` (stereo not given in full)?
DT40 TDP1 no CPT: inconclusive; TDP1 block: 0.0%; N370S GC mod: 11.4%

Results for ClC(Cl)(c1nnnn1-c1ccccc1)c1nnnn1-c1ccccc1 ?
DT40 TDP1 no CPT: 2.59µM*; TDP1 block: 5.5%; N370S GC mod: 1.1%

How did COC(=O)c1cc(NC(=O)CCc2c(C)nc3ncnn3c2C)cc(C(=O)OC)c1 do in these assays?
DT40 TDP1 no CPT: 2.9%; TDP1 block: 3.1%; N370S GC mod: inconclusive

What do the screens show for `Cc1ccc(CNC(=O)C2CCCN(c3nc4ccsc4c(=O)s3)C2)cc1` (stereo not given)?
DT40 TDP1 no CPT: inconclusive; TDP1 block: 1.8%; N370S GC mod: -0.5%

Two compounds picked at random from the list so far:
What do the screens show for `Cc1ccc(CNC(=O)C2CCCN(c3nc4ccsc4c(=O)s3)C2)cc1` (stereo not given)?
DT40 TDP1 no CPT: inconclusive; TDP1 block: 1.8%; N370S GC mod: -0.5%

What do the screens show for `CCOC(=O)C1CCN(C(=O)COc2ccc(S(=O)(=O)N3CCOCC3)cc2C)CC1`?
DT40 TDP1 no CPT: -14.4%; TDP1 block: 13.8%; N370S GC mod: -27.9%

Returning to the listing with the 2 entries that preceded the break.
How did COC(=O)c1cc(NC(=O)CCc2c(C)nc3ncnn3c2C)cc(C(=O)OC)c1 do in these assays?
DT40 TDP1 no CPT: 2.9%; TDP1 block: 3.1%; N370S GC mod: inconclusive

What do the screens show for `Cc1ccc(CNC(=O)C2CCCN(c3nc4ccsc4c(=O)s3)C2)cc1` (stereo not given)?
DT40 TDP1 no CPT: inconclusive; TDP1 block: 1.8%; N370S GC mod: -0.5%

Results for CC(C)CCNC(=O)C1CC(=O)N(CCc2ccccc2)C1 (stereo not given) ?
DT40 TDP1 no CPT: 14.9%; N370S GC mod: -4.5%

Results for Cc1nc(N)sc1C(=O)N/N=C/c1c[nH]c2ccccc12 ?
DT40 TDP1 no CPT: inconclusive; TDP1 block: 11.7%; N370S GC mod: 1.6%[12.8 µM]

What do the screens show for `CN1CCC(N(C)S(=O)(=O)c2ccc(NC(=O)COc3ccc(Br)cc3Cl)cc2)CC1`?
DT40 TDP1 no CPT: 16.4µM*; N370S GC mod: inconclusive

What do the screens show for `CCc1ccccc1-n1c2c(cc(-c3nc(-c4ccc(Cl)cc4)cs3)c1=O)C(=O)CC(C)(C)C2`?
DT40 TDP1 no CPT: -22.6%; TDP1 block: 4.5%

How did CCOC(=O)c1ccccc1NC(=O)c1cc(S(=O)(=O)N2CCOCC2)ccc1F do in these assays?
DT40 TDP1 no CPT: inconclusive; TDP1 block: 1.1%; N370S GC mod: -4.5%

How did CCOC(=O)CCCCC(=O)c1[nH]c(=O)[nH]c1CSc1nnc2c3cc(Br)ccc3n(C)c2n1 do in these assays?
TDP1 block: 0.0%; N370S GC mod: 7.5%

What do the screens show for `O=C(CSc1cccc[n+]1[O-])Nc1cc(Cl)ccc1[N+](=O)[O-]`?
DT40 TDP1 no CPT: inconclusive; TDP1 block: 1.1%

Results for COC(=O)c1ccccc1NC(=O)NN1CCN(C)CC1 ?
DT40 TDP1 no CPT: 5.6%; TDP1 block: 6.6%; N370S GC mod: -20.2%

How did Cc1cc(NC(=O)CCC(=O)N(c2ccc(F)cc2)C(C(=O)NC2CCCC2)c2ccccc2)no1 (stereo not given) do in these assays?
DT40 TDP1 no CPT: -20.2%; TDP1 block: 16.1%; N370S GC mod: -1.1%

How did CCOC(=O)c1[nH]c(C)c(CCC(=O)NCc2cccc(C)c2)c1C do in these assays?
DT40 TDP1 no CPT: inconclusive; TDP1 block: 5.4%

Results for COc1ccc(CN(C)C(=O)c2cnc(C)cn2)c(OC)c1OC ?
DT40 TDP1 no CPT: inconclusive; N370S GC mod: 3.4%

Results for CCOc1ccc(-c2cc(CCCC(=O)NCCCOC)no2)cc1 ?
DT40 TDP1 no CPT: -26.4%; TDP1 block: 2.9%; N370S GC mod: -11.9%

Results for Cc1ccccc1NCN1C(=O)C2C3C=CC(C3)C2C1=O (stereo not given) ?
DT40 TDP1 no CPT: 13.9%; TDP1 block: -2.1%; N370S GC mod: -5.4%

How did COc1cccc(C(=O)NNC(=O)C(=O)Nc2cccc(Cl)c2C)c1 do in these assays?
DT40 TDP1 no CPT: inconclusive; TDP1 block: -12.2%; N370S GC mod: -5.0%

How did C#CCOc1ccc(CNC[C@H]2O[C@@H](n3cnc4c(N)ncnc43)[C@H](O)[C@@H]2O)cc1 do in these assays?
DT40 TDP1 no CPT: inconclusive; TDP1 block: 0.0%

How did COc1ccc(C(=O)C2CCCN(C(=O)c3ccc4nccnc4c3)C2)c(C)c1 (stereo not given) do in these assays?
DT40 TDP1 no CPT: inconclusive; TDP1 block: 7.8%; N370S GC mod: -1.8%

What do the screens show for `O=C1c2ccccc2C(O)N1Cc1ccccc1` (stereo not given)?
DT40 TDP1 no CPT: 11.4%; TDP1 block: 7.4%; N370S GC mod: 12.8%

What do the screens show for `CCOC(=O)C(NCc1ccco1)(NC(=O)c1ccccc1)C(F)(F)F` (stereo not given)?
DT40 TDP1 no CPT: -8.3%; TDP1 block: 3.9%; N370S GC mod: -1.9%

What do the screens show for `CCOc1ccc(-c2nnc(SCC(=O)NC3CCCC3)nc2-c2ccc(OCC)c(OC)c2)cc1OC`?
DT40 TDP1 no CPT: inconclusive; TDP1 block: 0.5%

Results for COC(=O)c1c(Oc2ccc(C(C)=O)cc2)nnc(-c2ccccc2)c1-c1ccccc1 ?
DT40 TDP1 no CPT: inconclusive; TDP1 block: 6.1%

What do the screens show for `CC(C)Cc1nnc(NC(=O)c2ccc3c(c2)OCCO3)s1`?
DT40 TDP1 no CPT: -2.0%; TDP1 block: 1.2%

What do the screens show for `CN(CC(=O)N1CC=C(c2ccccc2)CC1)S(=O)(=O)c1ccc2c(c1)c(=O)n(C)c(=O)n2C`?
DT40 TDP1 no CPT: inconclusive; TDP1 block: 1.0%; N370S GC mod: -4.7%

How did O=C(NCc1ccccc1)C(=O)c1cn(CC(=O)N2CCOCC2)c2ccccc12 do in these assays?
DT40 TDP1 no CPT: -21.5%; TDP1 block: 1.1%; N370S GC mod: 1.6%

What do the screens show for `Cc1cc(C)cc(NC(=O)Nc2ccc(N3CCCCC3)cc2)c1`?
DT40 TDP1 no CPT: inconclusive; TDP1 block: 7.7%; N370S GC mod: inconclusive

Results for O=C(Nc1ccc(-c2csc(Nc3ccc(Cl)cc3)n2)cc1)c1ccccc1 ?
DT40 TDP1 no CPT: inconclusive; TDP1 block: -0.2%

What do the screens show for `O=c1cnn(Cc2c(Cl)cccc2Cl)c2ccccc12`?
DT40 TDP1 no CPT: -28.2%; TDP1 block: 8.5%; N370S GC mod: -6.6%

Results for CC1CCc2onc(C(=O)N3CCN(c4ccc(Cl)cc4)CC3)c2C1 (stereo not given) ?
DT40 TDP1 no CPT: -64.2%; TDP1 block: 6.3%

What do the screens show for `COc1ccccc1NC(CC(=O)c1ccccc1)C(=O)OCC(=O)c1ccc(F)cc1` (stereo not given)?
DT40 TDP1 no CPT: inconclusive; TDP1 block: 4.2%; N370S GC mod: -0.5%

Results for CCn1c2c(c(=O)n3ncc(C(=O)Nc4ccc(F)c(Cl)c4)c13)CN(Cc1ccc(OC)cc1)CC2 ?
DT40 TDP1 no CPT: inconclusive; TDP1 block: 1.8%

Results for Cc1ccc(CS(=O)(=O)Cc2ccc(C(=O)NCCCN3CC(C)CC(C)C3)o2)cc1 (stereo not given) ?
DT40 TDP1 no CPT: 25.7%; TDP1 block: 0.3%; N370S GC mod: -2.7%

Results for Cc1ccc2nc(C)cc(Nc3ccc4c(c3)OCCO4)c2c1 ?
DT40 TDP1 no CPT: 12.6µM*; TDP1 block: 7.8%; N370S GC mod: -11.2%

How did CSCCC(NS(=O)(=O)c1ccc2[nH]c(=O)c(=O)[nH]c2c1)C(=O)O (stereo not given) do in these assays?
DT40 TDP1 no CPT: 0.0%; TDP1 block: 6.0%; N370S GC mod: 6.9%

How did CC(=O)Oc1cccc(C2C3=C(CC(C)(C)CC3=O)Nc3ccccc3N2C(C)=O)c1 (stereo not given) do in these assays?
DT40 TDP1 no CPT: inconclusive; N370S GC mod: -0.5%

How did COc1ccc(C(=O)N/C(=C\c2cn(S(=O)(=O)N(C)C)c3ccccc23)C(=O)NC(C)C)cc1 do in these assays?
DT40 TDP1 no CPT: 9.0%; TDP1 block: -2.7%; N370S GC mod: 0.0%

What do the screens show for `Cc1nn(-c2ccccc2)c(C)c1/C=N\N1CCN(c2ccc(Cl)cc2)CC1`?
DT40 TDP1 no CPT: 10.3µM*; TDP1 block: 1.0%; N370S GC mod: 6.1%

How did O=C1/C(=C/c2ccc3c(c2)OCO3)CCC/C1=C\c1ccc2c(c1)OCO2 do in these assays?
DT40 TDP1 no CPT: -29.6%; TDP1 block: 5.5%; N370S GC mod: 2.3%

How did COc1ccc(C(=O)COC(=O)CNC(=O)c2ccc(C)s2)c(OC)c1 do in these assays?
DT40 TDP1 no CPT: -12.4%; TDP1 block: -3.9%

How did CC(=O)c1cccc(NC(=O)Cn2nc(C)n3cccc3c2=O)c1 do in these assays?
DT40 TDP1 no CPT: 16.4µM*; TDP1 block: 2.9%

What do the screens show for `COc1ccc(/C=C/C(=O)NC(=S)N2CCOCC2)cc1`?
DT40 TDP1 no CPT: 9.2%; TDP1 block: 0.6%; N370S GC mod: -5.7%

What do the screens show for `CN(CC(=O)Nc1ccc(S(=O)(=O)N2CCOCC2)cc1)Cc1ccc(F)cc1`?
DT40 TDP1 no CPT: inconclusive; TDP1 block: 0.8%

How did CS(=O)(=O)c1cccc(C(=O)N(CCc2ccccc2)Cc2cccs2)c1 do in these assays?
DT40 TDP1 no CPT: inconclusive; TDP1 block: -8.5%; N370S GC mod: -8.6%

How did CCOc1ccc(OCC)c(NC(=O)C2CCCN(S(=O)(=O)c3ccc4c(c3)oc(=O)n4C)C2)c1 (stereo not given) do in these assays?
DT40 TDP1 no CPT: inconclusive; TDP1 block: 1.3%

How did CCOc1ccccc1-c1noc(CCCC(=O)Nc2cccc(C(F)(F)F)c2)n1 do in these assays?
DT40 TDP1 no CPT: 18.4µM*; TDP1 block: 2.3%

What do the screens show for `CCOC(=O)C1=C(c2ccccc2)N=C2SCC(=O)N2C1c1ccc(O)c(OC)c1` (stereo not given)?
DT40 TDP1 no CPT: -16.8%; TDP1 block: 4.6%; N370S GC mod: 15.1%[12.8 µM]

Results for CCOC(=O)C1CCN(C(=O)COc2ccc(S(=O)(=O)NC(C)C)cc2Cl)CC1 ?
DT40 TDP1 no CPT: -13.1%; TDP1 block: 2.4%; N370S GC mod: 2.4%

What do the screens show for `COC(=O)CCC(=O)OC1(C)C(=O)C=C2C=C(C3CC3)N(CCc3ccccn3)C=C2C1=O` (stereo not given)?
DT40 TDP1 no CPT: -16.4%; TDP1 block: 12.5%[12.3 µM]; N370S GC mod: 0.3%[12.8 µM]

Results for CC1CC(C)CN(CCCNC(=O)c2ccc(CS(=O)(=O)Cc3ccccc3F)o2)C1 (stereo not given) ?
DT40 TDP1 no CPT: inconclusive; TDP1 block: 0.0%; N370S GC mod: -26.3%

What do the screens show for `O=C1CCCC2=C1C(c1cccs1)Nc1ccccc1N2` (stereo not given)?
DT40 TDP1 no CPT: -14.3%; TDP1 block: 4.3%; N370S GC mod: 3.6%
